OXTR agonist: human OXTR agonists, primary screen, fluorescence, CHO-OTR cells, Fluo-8 calcium; Fluo-8 calcium fluorescence; normalized: DMSO 0%, oxytocin 100%; Oxytocin receptor (Homo sapiens), P30559; hit rate 0.32% among 320,000; activation, % at 3 µM;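 active = activation above the mean of all tested compounds plus 3 SD, cutoff set per screening run, cut at about 20% in these data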;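 also: peak over basal fluorescence ratio from a 100 s FLIPR kinetic read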
GalR3 antag: GalR3 antagonists in HEK293 cells, primary screen, cell-based, fluorescence readout; hit rate 0.44% among 360,000; HEK293 GalR3-CNG cAMP membrane potential fluorescence; galR3 body fused to GalR1 C-terminus; AID 651719, 2012; Galanin receptor type 3 (Homo sapiens), O60755; inhibition, % at 3 µM;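 active = inhibition above the screen-wide average plus 3 SD, cut at about 13% in these data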;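 also: forskolin and galanin both at EC90 stimulate the cells; cAMP rise reported by CNG channel membrane potential dye signal; 0% = forskolin plus galanin with DMSO and 100% = forskolin alone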
Target sequence (O60755 1-299 limits assumed): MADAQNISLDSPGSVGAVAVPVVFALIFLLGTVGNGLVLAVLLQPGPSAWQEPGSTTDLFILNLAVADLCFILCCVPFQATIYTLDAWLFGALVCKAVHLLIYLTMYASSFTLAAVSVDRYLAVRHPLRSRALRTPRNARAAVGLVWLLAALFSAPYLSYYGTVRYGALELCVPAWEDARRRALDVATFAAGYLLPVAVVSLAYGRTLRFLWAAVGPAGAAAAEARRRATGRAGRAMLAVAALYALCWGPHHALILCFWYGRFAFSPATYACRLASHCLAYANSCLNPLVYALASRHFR
V1R ag counter: agonists of human V1a receptor, primary screen, counter-screen for OXTR agonist project, fluorescence, CHO-V1R cells; Vasopressin V1a receptor (Homo sapiens), P37288; Fluo-8 calcium fluorescence, agonist mode; 0% DMSO, 100% 3 nM vasopressin; activation, % at 3 µM; hit rate 0.25% among 320,000;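 active = activation above the mean activation of all tested compounds plus 3 SD, per screening run, cut at about 20% in these data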;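 also: signal is peak over basal fluorescence ratio across a 100 second FLIPR read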
Target sequence (P37288 whole entry, looked up): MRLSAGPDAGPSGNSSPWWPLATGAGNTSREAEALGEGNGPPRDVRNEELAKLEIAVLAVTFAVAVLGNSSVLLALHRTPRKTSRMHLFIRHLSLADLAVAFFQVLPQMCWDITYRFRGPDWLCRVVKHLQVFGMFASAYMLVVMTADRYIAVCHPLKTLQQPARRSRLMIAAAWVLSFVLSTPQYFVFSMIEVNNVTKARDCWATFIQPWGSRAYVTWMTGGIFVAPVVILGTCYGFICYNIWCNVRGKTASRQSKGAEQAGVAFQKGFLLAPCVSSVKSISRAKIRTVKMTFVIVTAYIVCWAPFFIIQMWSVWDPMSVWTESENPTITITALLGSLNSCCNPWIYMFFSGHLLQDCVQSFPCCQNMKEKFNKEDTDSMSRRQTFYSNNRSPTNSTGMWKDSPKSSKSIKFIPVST
* = called active by the depositor. Only part of the results is shown; rates above refer to the full screens.

[1] Cc1cc(C)c(NC(=O)CN(C)C(=O)C2CC(=O)N(c3cccc4ccccc34)C2)c(C)c1 (stereo not drawn)
[2] COc1ccc(/C=C/C(=O)NCCCNC(=O)/C=C/c2ccc(OC)c(OC)c2)cc1OC
[3] CC1CC(C)CN(S(=O)(=O)c2ccc3c(c2)CC(=O)N3)C1 (stereo not drawn)
[4] CC(OC(=O)Cn1cnc2ccccc2c1=O)C(=O)NCc1ccccc1 (stereo not drawn)
[5] CCC1CCc2sc(C(=O)NCC3CCCO3)cc2C1 (stereo not drawn)
[6] CC1CCCCC1NC(=O)COC(=O)c1cc(=O)[nH]c2ccccc12 (stereo not drawn)

screen / no.	1	2	3	4	5	6
OXTR agonist	0.4	-1.5	-0.6	-0.5	-1.6	-0.3
GalR3 antag	-5	-3	-6	-5	-4	-7
V1R ag counter	0.0	0.0	0.4	6.3	-0.5	0.9

[7] CCN(CC(=O)NCc1ccc(Cl)cc1)C(=O)C1CCN(S(=O)(=O)c2ccc(OC)c(OC)c2)CC1
[8] COCCN(CC(=O)Nc1cccc(C)c1C)C(=O)CN1C(=O)NC2(CCCCC2)C1=O
[9] Cc1cc(C)cc(OCC(=O)Nc2ccc(N3CCCCC3)cc2)c1
[10] O=C(NCCCN1CCCC1=O)c1ccc(NS(=O)(=O)c2ccc(F)cc2)cc1
[11] O=C(CN1C(=O)NC2(CCOc3ccccc32)C1=O)NCc1ccccc1 (stereo not drawn)
[12] O=C(COC(=O)C1CC(=O)N(Cc2ccco2)C1)Nc1ccc(F)cc1F (stereo not drawn)

screen / no.	7	8	9	10	11	12
OXTR agonist	-1.5	0.3	-1.8	-0.5	0.1	1.8
GalR3 antag	-5	-5	-3	-4	-4	-6
V1R ag counter	-1.7	0.7	-0.6	-0.6	0.3	0.9

[13] Cc1noc(C)c1COC(=O)c1cc(S(=O)(=O)N2CCOCC2)ccc1Cl
[14] Nc1c(C(=O)CSc2nnc(Cc3ccccc3)o2)c(=O)[nH]c(=O)n1C1CC1
[15] Cc1ccc(S(=O)(=O)n2cc(-c3ccccc3)c3ccccc32)cc1
[16] Cc1cccc(NC(=O)COC(=O)c2cccc(S(=O)(=O)N3CCCCCC3)c2)c1
[17] CCOC(=O)C1CCCN(C(=O)c2cc(-c3ccncc3)nc3ccccc23)C1 (stereo not drawn)
[18] CN(CC(=O)NCCc1ccccc1)CC(=O)Nc1cccc(F)c1

screen / no.	13	14	15	16	17	18
OXTR agonist	1.3	0.0	1.1	2.2	-0.2	-0.4
GalR3 antag	-3	-4	-3	-3	0	-6
V1R ag counter	1.1	0.2	1.9	3.5	-1.4	0.4

[19] COc1ccccc1CNC(=O)COc1cccc(-n2cnnn2)c1
[20] CC(C)Sc1nnc(SCC(=O)N(C)C2CCS(=O)(=O)C2)s1 (stereo not drawn)
[21] CCN(C(=O)COC(=O)CCCN1C(=O)c2cccc3cccc(c23)C1=O)C1CCS(=O)(=O)C1 (stereo not drawn)
[22] C[C@@H](NC(=O)c1nc[nH]c1C(=O)N[C@H](C)c1ccccc1)c1ccccc1
[23] O=C(c1cc2ccccc2o1)N1CCN(S(=O)(=O)c2c(F)cccc2F)CC1
[24] CCN(CC1COc2ccccc2O1)C(=O)CN1C(=O)NC(C)(c2ccc(C)cc2)C1=O (stereo not drawn)

screen / no.	19	20	21	22	23	24
OXTR agonist	0.1	-0.5	-2.2	-1.3	1.1	5.9
GalR3 antag	-2	-2	-4	-5	-5	-3
V1R ag counter	0.3	0.1	-1.0	-1.5	2.1	5.4

[25] Cc1cc(C)nc(NNS(=O)(=O)c2c(F)cc(F)cc2Br)n1
[26] COc1ccc(N2CCN(C(=O)COC(=O)CNC(=O)c3ccc(Cl)cc3Cl)CC2)cc1
[27] CC(OC(=O)/C=C/c1ccc(Br)cc1)C(=O)N1CCOCC1 (stereo not drawn)
[28] COc1cccc(CN(C)C(=O)C2CCN(S(=O)(=O)c3cccs3)CC2)c1OC
[29] COc1ccccc1CCNC(=O)C(=O)NCCC1CCCCN1S(=O)(=O)c1ccccc1 (stereo not drawn)
[30] O=C(CNC(=O)c1ccccc1)OCC(=O)c1c[nH]c2ccccc12

screen / no.	25	26	27	28	29	30
OXTR agonist	1.7	1.5	1.3	2.2	-1.8	0.2
GalR3 antag	-2	-4	-5	-5	-6	-7
V1R ag counter	1.1	2.3	2.5	1.8	-1.9	0.2

[31] O=C(Cc1cccc([N+](=O)[O-])c1)Nc1cccc(C(=O)N2CCCC2)c1
[32] C[C@H](CO)N1C[C@H](C)[C@@H](CN(C)C(=O)Nc2ccccc2)Oc2ccc(NC(=O)Nc3ccc4c(c3)OCO4)cc2C1=O
[33] COc1ccc(CCNC(=O)CSc2nc3[nH]c(=O)cc(O)c3s2)cc1
[34] CC(=O)[C@@]1(O)CCC2C3C=CC4=CC(=O)CC[C@]4(C)C3CC[C@@]21C (stereo partly drawn)
[35] Cc1ccc(S(=O)(=O)Nc2ccc3nc(C)sc3c2)c(C)c1
[36] O=C(CSc1nnc(C2CC2)n1C1CC1)c1cccs1

screen / no.	31	32	33	34	35	36
OXTR agonist	-0.2	0.6	0.1	2.1	7.7	0.8
GalR3 antag	-2	0	2	1	-7	-1
V1R ag counter	0.8	0.2	-0.4	2.9	7.7	-0.2

[37] O=C(NCCN1C(=O)S/C(=C/c2cccnc2)C1=O)c1cccs1
[38] COc1ccc([C@@H]2CC=C(C(=O)O)[C@H](c3ccc(Cl)cc3)N2S(=O)(=O)c2ccc(Cl)cc2)cc1
[39] Nc1c(N(CCC2=CCCCC2)C(=O)Cc2ccc(F)cc2)c(=O)[nH]c(=O)n1Cc1ccccc1
[40] Cc1c(NC(=O)c2cccc(NC(=O)Cc3ccc(F)cc3)c2)c(=O)n(-c2ccccc2)n1C
[41] Cc1cccc(C(=O)OCC(=O)c2ccc3c(c2)NC(=O)CO3)c1
[42] Cc1ccc(OCCCC(=O)N(C)CC(=O)Nc2ccccc2Cl)cc1

screen / no.	37	38	39	40	41	42
OXTR agonist	0.3	-1.2	13	2.7	6.5	-1.9
GalR3 antag	-4	-4	-2	-3	-9	-4
V1R ag counter	0.7	-0.1	8.8	0.8	4.7	-1.0

[43] COc1ccc(CCN(C)C(=O)CN2C(=O)NC3(CCCCCC3)C2=O)cc1OC
[44] CCC(C)(C)C1CCC2(CC1)NC(=O)N(CC(=O)N(C)Cc1ccc3c(c1)OCCO3)C2=O (stereo not drawn)
[45] CCCn1c(N)c(C(=O)CSc2nnc(N)s2)c(=O)[nH]c1=O
[46] COc1ccc(OCCOc2ccc(S(=O)(=O)N3CCCC3)cc2C(N)=O)cc1
[47] O=[N+]([O-])c1cccnc1Sc1ccccc1Cl
[48] COc1cc(CC(=O)OCC(=O)Nc2ccccc2C#N)cc(OC)c1OC

screen / no.	43	44	45	46	47	48
OXTR agonist	1.0	-1.0	0.1	-0.2	-0.7	14
GalR3 antag	-5	-6	-3	1	-2	2
V1R ag counter	0.8	-0.1	0.8	-0.1	-1.2	8.3

[49] C[C@H](NC(=O)OCc1ccccc1)C(=O)N[C@@H](Cc1c[nH]c2ccccc12)C(=O)O
[50] Cc1cnc(C(=O)OC(C)C(=O)Nc2ccccc2-c2ccccc2)cn1 (stereo not drawn)
[51] COc1ccc(-c2c3c(cc4ncn(Cc5ccccc5)c24)COC3=O)cc1
[52] Cc1ccc(C(=O)NNC(=O)C(C)Oc2ccccc2F)cc1S(=O)(=O)N1CCOCC1 (stereo not drawn)
[53] COc1ccc([C@H]2CC(=O)C=C(c3ccc(C)c(F)c3)C2)cc1
[54] Cc1noc(C)c1COc1ccccc1C(=O)NNC(=O)c1ccccc1F

screen / no.	49	50	51	52	53	54
OXTR agonist	0.1	-1.6	-1.7	-1.4	0.0	0.2
GalR3 antag	-4	-5	27*	-3	-7	-1
V1R ag counter	0.4	-1.4	-0.9	0.3	0.1	1.5

[55] O=C(COC(=O)c1c(Cl)cccc1Cl)NCc1cccs1
[56] COc1ccc(NC(=O)COC(=O)C(NC(=O)c2ccc(C)cc2)C(C)C)cn1 (stereo not drawn)
[57] CN(C)CCCNc1cc(O)c2ncccc2c1
[58] Cc1cc(C)c(-c2cc(NC(=O)COC(=O)c3ccc(NC(=O)CC#N)cc3)n(-c3ccccc3)n2)cc1C
[59] O=C(CCN1C(=O)c2ccccc2S1(=O)=O)Nc1ccc(F)c(F)c1F
[60] Cc1cc(C(=O)CN2C(=O)C(=O)N(Cc3ccccc3)C2=O)c(C)n1Cc1ccccc1

screen / no.	55	56	57	58	59	60
OXTR agonist	-2.0	-0.4	2.6	0.1	-0.2	3.2
GalR3 antag	-6	-4	-6	-2	-4	-7
V1R ag counter	-0.7	0.2	1.4	0.7	-1.2	0.5

[61] Cc1cc2c(cc(C(=O)OC(C(=O)NC3CCCCC3)C(C)C)n2C)o1 (stereo not drawn)
[62] Cc1cc(C)c2c(=O)[nH]c(SCC(=O)Nc3cccc(S(=O)(=O)N(C)C)c3)nc2n1
[63] COc1ccc(C(=O)NCC(c2ccco2)N2CCc3ccccc32)c(OC)c1 (stereo not drawn)
[64] COc1ccc(CCNC(=O)COC(=O)c2ccc(C)s2)cc1OC
[65] CCCCCN(C(=O)CCC(=O)OCCOc1cccc(Cl)c1)c1c(N)n(CCCC)c(=O)[nH]c1=O
[66] Cc1c(NS(=O)(=O)c2cc(C(=O)N(C)Cc3ccccc3)ccc2Cl)c(=O)n(-c2ccccc2)n1C

screen / no.	61	62	63	64	65	66
OXTR agonist	-1.5	-0.8	-1.9	7.6	0.3	0.5
GalR3 antag	-6	-6	-4	-2	-1	-5
V1R ag counter	-0.7	-0.2	-1.4	5.3	0.8	7.6

[67] COc1cc(C(=O)NC(=S)N(CCC#N)Cc2cccnc2)cc(OC)c1OC
[68] O=C(CSc1nc2[nH]c(=O)[nH]c(=O)c2s1)Nc1cccc(F)c1
[69] CCCCn1c(N)c(N(CC(C)C)C(=O)C2CCN(C(=O)c3ccc(Cl)cc3)CC2)c(=O)[nH]c1=O
[70] O=C(COC(=O)c1ccc(OC(F)F)cc1)NCCC1=CCCCC1
[71] O=C(COC(=O)CCc1ccccc1)NC1CCS(=O)(=O)C1 (stereo not drawn)
[72] CC1CN(C(=O)CSc2nnc(C3CCCCC3)n2N)CC(C)O1 (stereo not drawn)

screen / no.	67	68	69	70	71	72
OXTR agonist	-0.6	2.3	0.7	-2.1	0.8	1.4
GalR3 antag	-3	1	5	-6	-5	0
V1R ag counter	1.3	0.9	-0.4	-0.8	1.5	1.1

[73] CC12CCC(=O)N1C(C(=O)Nc1ccc(SC(F)F)cc1)CS2 (stereo not drawn)
[74] Cc1ccc(N(CCC#N)C(=O)COC(=O)c2cc(C)oc2C)cc1
[75] CCCC(=O)Nc1ccc(C(=O)COC(=O)C2CC2)cc1
[76] C=CCC[C@@H](Cc1ccc(F)cc1)C(=O)OC[C@@H](C)NC(=O)[C@H](CC=C)CC(=O)N(CCO)Cc1ccccc1
[77] NS(=O)(=O)c1ccc(SCc2ccccc2)nc1
[78] CN(CC(=O)Nc1ccccc1Br)C(=O)c1cc(S(=O)(=O)N(C)C)ccc1N1CCCC1

screen / no.	73	74	75	76	77	78
OXTR agonist	0.2	3.6	3.1	-2.3	1.4	-1.7
GalR3 antag	-6	-2	-6	-7	-1	-3
V1R ag counter	-1.1	0.7	2.0	-0.8	1.9	1.9

[79] CN(CC(=O)N1CCN(Cc2ccccc2)CC1)C(=O)Cc1ccc(Cl)c(Cl)c1
[80] COC(=O)c1ccc(NS(=O)(=O)c2cc3c4c(c2)CCN4C(=O)CC3)cc1
[81] CCN1C(=O)[C@H]2[C@@H](c3ccc(-c4ccc(Cl)c(Cl)c4)cc3)N[C@@](Cc3ccccc3)(C(=O)OC)[C@H]2C1=O
[82] CC[C@@]1(C(=O)OC)N[C@H](CN(C)C(C)=O)[C@@H]2C(=O)N(Cc3ccccc3)C(=O)[C@@H]21

screen / no.	79	80	81	82
OXTR agonist	2.4	2.0	0.5	0.4
GalR3 antag	-1	3	-4	2
V1R ag counter	2.7	2.1	0.0	0.5

Reformatted as labelled records: four of the compounds above
19) COc1ccccc1CNC(=O)COc1cccc(-n2cnnn2)c1
  OXTR agonist = 0.1 | GalR3 antag = -2 | V1R ag counter = 0.3

68) O=C(CSc1nc2[nH]c(=O)[nH]c(=O)c2s1)Nc1cccc(F)c1
  OXTR agonist = 2.3 | GalR3 antag = 1 | V1R ag counter = 0.9

20) CC(C)Sc1nnc(SCC(=O)N(C)C2CCS(=O)(=O)C2)s1 (stereo not drawn)
  OXTR agonist = -0.5 | GalR3 antag = -2 | V1R ag counter = 0.1

60) Cc1cc(C(=O)CN2C(=O)C(=O)N(Cc3ccccc3)C2=O)c(C)n1Cc1ccccc1
  OXTR agonist = 3.2 | GalR3 antag = -7 | V1R ag counter = 0.5

Assay outcomes as filed in PubChem.
